Screens (PubChem)
TGFb inhibitor = inhibitors of TGF-b signaling; HepG2 CAGA-GFP TGF-b/SMAD3 reporter, GFP fluorescence, 18 h; TGF-beta stimulated, 500 pg/mL final; Potency, µM (highest dose often 46.1 µM), for inactives: at the top dose activity, negative = inhibition, actives largely listed as inhibitors; hit rate 1.2% among 410,000; further: on the % scale 0 is the no-effect control and ±100 the full control effect; nearly all actives have a fitted effect of over 65% in size
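Smad-responsive CAGA-GFP expression was quantified in HEPG2 cells exposed to compounds and 500 pg/mL final TGF-beta for 18 h at 37 degrees C; unstimulated wells defined full inhibition.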
A549 tox = counter-screen for Nrf2 inhibitors: cytotoxicity in A549 cells | A549 ARE-Fluc cells, CellTiter-Fluor viability, 18-24 h | hit rate 0.16% among 390,000 | Potency, µM (top dose mostly 46 µM), inactives show at the top dose activity change, negative = cytotoxicity, actives largely listed as inhibitors; further: on the % scale 0 is the no-effect control and ±100 the full control effect
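A549 ARE-Fluc cells in 5% FBS OPTI-MEM, 5000 cells/well, rested 2 h then exposed to compounds in concentration-response for 18-24 h at 37 °C. Viability by CellTiter-Fluor fluorescence (Ex 405/Em 525) after 30 min; luciferase luminescence (BugLite, 15 min, RT) read afterwards.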
Nrf2 activator = activators of Nrf2 (ARE) signaling; AREc32 ARE-luciferase reporter (MCF7-derived line), luminescence, 24 h; Potency, µM (series often up to 46.1 µM), inactives show at the top dose activation, actives largely listed as activators; hit rate 0.31% among 410,000; further: % of control where 0% means no effect; nearly all actives have a fitted effect of over 65% in size
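Quantitative high-throughput format: AREc32 reporter cells, 1000 per well, received compound by pin transfer and were incubated 24 hr at 37 deg C, 5% CO2, before Steady-Glo luminescence detection.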
Numbers without * were called inactive; ? = inconclusive. The call rests on the fitted dose curve; in most records, active means well fitted curve in the direction sought with a large enough effect; inconclusive means small, poorly fitted or top-dose-only effect, or another doubt; inactive means no such curve, though single readings can be large; an effect the other way counts as inactive or inconclusive. Potency means the concentration at half of the fitted maximal effect. The list is partial; count on the stated rates, not on these rows.

| molecule | TGFb inhibitor | A549 tox | Nrf2 activator |
| --- | --- | --- | --- |
| COc1ccc(C)cc1NC(=O)N1CCN(S(=O)(=O)c2ccc3c(ccn3C)c2)CC1 | -10% | -3% | 0.3% |
| CCc1cccc(NC(=O)CN2CCCN(Cc3cccc(C)c3)S2(=O)=O)c1 | ? | -1% | 4.5% |
| COC(=O)c1ccccc1NC(=O)NCc1ccc2c(c1)CCN2C(=O)c1ccccc1 | ? | -2% | 6.1% |
| O=C(NCC1CCCO1)c1c[nH]c2ccc(S(=O)(=O)Nc3cccc(C(F)(F)F)c3)cc2c1=O (stereo unspecified) | 1% | 9% | 0.1% |
| Cc1nc(C)c(-c2ccc(SCC(=O)Nc3ccc(Cl)c(Cl)c3)nn2)s1 | 0% | -10% | 1.2% |
| Cc1ccc(S(=O)(=O)C(CNC(=O)COc2ccc(Cl)cc2)c2ccco2)cc1 (stereo unspecified) | ? | 6% | 4.6% |
| COC(=O)c1ccc(NC(=O)C(=O)NCCc2csc(-c3ccc(F)cc3)n2)cc1 | -1% | 8% | -0.8% |
| CC(C)(C)NC(=O)c1cnn2c(C(F)F)cc(-c3ccccc3)nc12 | 0% | -6% | 0.0% |
| CCOc1ccccc1Nc1sc(C(=O)c2ccc(Cl)cc2)c(N)c1C#N | -9% | -17% | 8.3% |
| O=C(Cn1c(=O)oc2cc(S(=O)(=O)NCc3ccccc3)ccc21)NCc1ccccc1Cl | ? | 19% | -1.1% |
| COc1cccc(NC(=O)Cc2ccc(NC(=O)N3CCCCc4ccccc43)cc2)c1 | ? | -5% | -0.3% |
| Cc1cc(C)c2nc(N(Cc3cccnc3)C(=O)c3ccc(S(=O)(=O)N(C)C)cc3)sc2c1 | 3% | -13% | 1.2% |
| O=C(Nc1ccccc1Cl)N1CCC(CN2CCCCC2)CC1 | -4% | 4% | -1.0% |
| Cc1ccc(C)c(N2CCN(S(=O)(=O)c3ccc4c(c3)CCCN4C(=O)C3CCC3)CC2)c1 | -3% | 11% | 0.6% |
| CCOc1cccc2sc(N(Cc3cccnc3)C(=O)C3CCCCC3)nc12 | ? | 0% | 3.8% |
| Cc1ccc(C)c(N2CCN(S(=O)(=O)c3cc(C(=O)Nc4ccccc4C(F)(F)F)ccc3F)CC2)c1 | -5% | 12% | 0.5% |
| Cc1cccc(Cn2cc(C(=O)Nc3cc(F)ccc3F)ccc2=O)c1 | -7% | 0% | 8.5% |
| CC(=O)Nc1c(C)nn(-c2ccccc2)c1N1CCC(C(=O)Nc2cc(Cl)ccc2C)CC1 | -5% | -19% | 5.3% |
| O=C(CC(c1cccs1)N1Cc2ccccc2C1=O)Nc1ccc(F)c(F)c1 (stereo unspecified) | -5% | 1% | 0.1% |
| COc1cc(C(=O)NCc2ccc3c(c2)CCN3C(=O)c2ccncc2)cc(OC)c1OC | 1% | 4% | 0.8% |
| Cc1ccccc1-n1cc(-c2ccccc2)nc1SCC(=O)Nc1ccc(F)cc1 | ? | -11% | 0.5% |
| COc1ccc(NC(=O)C2(c3cccs3)CCOCC2)cc1Cl | -2% | 0% | 0.9% |
| CCc1cccc(C)c1NC(=O)CSc1n[nH]c(-c2ccccc2)n1 | -32% | -10% | -1.0% |
| COc1ccc(C2=C(C(C)=O)Sc3nnc(-c4ccccc4)n3N2C(C)=O)cc1 | 4% | 0% | 1.7% |

Three neighbouring records already listed, for reference:
| molecule | TGFb inhibitor | A549 tox | Nrf2 activator |
| --- | --- | --- | --- |
| Cc1cccc(Cn2cc(C(=O)Nc3cc(F)ccc3F)ccc2=O)c1 | -7% | 0% | 8.5% |
| CC(=O)Nc1c(C)nn(-c2ccccc2)c1N1CCC(C(=O)Nc2cc(Cl)ccc2C)CC1 | -5% | -19% | 5.3% |
| O=C(CC(c1cccs1)N1Cc2ccccc2C1=O)Nc1ccc(F)c(F)c1 (stereo unspecified) | -5% | 1% | 0.1% |

Further compounds:
| molecule | TGFb inhibitor | A549 tox | Nrf2 activator |
| --- | --- | --- | --- |
| COc1ccc(CNC(=O)c2cc3cc(S(=O)(=O)N4CCCCC4)ccc3n2C)c(OC)c1 | -26% | 16% | 0.3% |
| Cc1ccc(C(=O)N2CCc3cc(CNC(=O)CCc4ccccc4)ccc32)cc1 | ? | -3% | 4.3% |
| Cc1cc(O)c(C(c2ccccc2)N2CCN(c3ccccc3)CC2)c(=O)n1Cc1ccco1 (stereo unspecified) | -2% | 1% | -0.1% |
| O=C(NCc1ccc2c(c1)CCN2C(=O)c1ccccc1)c1cc2ccccc2[nH]1 | 14% | -15% | -0.4% |
| CS(=O)(=O)N(CC(=O)Nc1ccc(Br)cc1)c1ccccc1Br | -13% | 18% | -0.9% |
| Cc1ccc(-n2nc(C(=O)N3CCN(c4ccccc4F)CC3)c(=O)n(C)c2=O)cc1 | -3% | 3% | 0.4% |
| Cc1c(C(=O)N(C)C)sc2c1c(=O)n(-c1ccc(Cl)c(Cl)c1)c(=O)n2CC(=O)Nc1cccc(C(F)(F)F)c1 | -10% | -7% | 0.9% |
| COC(=O)c1ccc(NC(=O)c2c(NCc3ccc(C)o3)sc3c2CCCC3)cc1 | 0% | -1% | 15% |
| Cc1cccc(C(=O)N2CCc3cc(CNC(=O)c4cc5ccccc5[nH]4)ccc32)c1 | 2% | 0% | -0.4% |
| COc1ccc(OC)c2sc(N3CCN(C(=O)c4ccco4)CC3)nc12 | -2% | 1% | 0.6% |
| O=C(NCc1ccc2c(c1)CCN2C(=O)c1ccncc1)c1ccccc1Cl | -15% | -10% | -0.3% |
| CCn1c(SCC(=O)Nc2ccccc2C(=O)OC)nc2ccsc2c1=O | -6% | 0% | 3.7% |
| Cc1cn(C)c(CC(=O)N2CCN(c3cccc(Cl)c3)CC2)c1C(=O)O | -2% | 6% | 0.3% |
| CCc1cnc2c(c1SCC(=O)Nc1ccc(OC)c(OC)c1)c(=O)n(C)c(=O)n2C | 2% | -7% | -0.7% |
| CCc1nnc(NC(=O)CSc2nccn2Cc2ccc(C)cc2)s1 | -15% | 9% | 3.8% |
| O=C(CSc1nnc(-c2ccc(O)cc2)o1)c1ccc(Br)cc1 | -15% | -1% | 3.7% |
| Cn1ccc2c(OCC(=O)NCc3ccccc3)cccc2c1=O | 3% | -4% | 8.3% |
| O=C(Cc1cccs1)NC1CC(=O)N(c2cccc(F)c2)C1 (stereo unspecified) | -42% | 0% | 0.6% |
| Cc1nc(-c2cccc(F)c2)sc1CCNC(=O)C(=O)Nc1ccc2c(c1)OCO2 | -2% | 13% | 0.5% |
| CCCN(CCC)S(=O)(=O)c1ccc2c(c1)N(CC(=O)NC(C)c1ccccc1)C(=O)CS2 (stereo unspecified) | -31% | 0% | -0.3% |
| CC(C)NC(=O)c1ccc2c(c1)N(Cc1cccc(Cl)c1)C(=O)c1ccccc1S2=O (stereo unspecified) | 3% | 12% | -0.4% |
| CC(=O)Nc1ccc(Nc2ncnc3sc4c(c23)CCCC4)cc1 | 2% | -1% | -0.7% |
| COc1ccc(OC)c(NC(=O)CSc2nc(=O)n(CCN(C)C)c3c2CCC3)c1 | 0% | -1% | 6.7% |
| CSc1ccccc1-c1nnc(NC(=O)c2ccc3c(c2)OCCO3)o1 | ? | -1% | 6.1% |
| CCN(CC)C(=O)c1ccccc1NC(=O)c1cccc(S(=O)(=O)N2CCC(C)CC2)c1 | -1% | -1% | 0.9% |
| CC(C)NC(=O)Cc1csc2nc(-c3ccccc3)cn12 | 6% | 6% | 3.0% |
| Cc1ccc(Cn2c(CNC(=O)CCc3ccccc3)nc3cccnc32)cc1 | -14% | 1% | 5.8% |
| CC(C)c1ccc(N2C(=O)N(Cc3cccc([N+](=O)[O-])c3)c3ccccc3S2(=O)=O)cc1 | -18% | 2% | 0.6% |
| CCOc1ccc(Nc2ncnc3scc(-c4ccc(OC)cc4)c23)cc1 | 12% | 7% | -0.9% |
| COc1cc(NS(=O)(=O)c2ccc3[nH]c4c(c3c2)CCCCCC4)cc(OC)c1 | 13µM* | -7% | 0.6% |
| CCOC(=O)c1cccc(NS(=O)(=O)c2cc(-c3cnc(C)o3)ccc2OC)c1 | 24% | 2% | 6.1% |
| Fc1ccc(Nc2nc(SCc3ccc(Cl)cc3)nc3ccccc23)cc1 | ? | ? | -0.2% |
| CC1(C)C(=O)N(CC(=O)Nc2ccc(Br)cc2F)c2ccccc21 | -26% | -9% | 6.2% |
| Cc1ccc(CCNC(=O)c2c[nH]c3ccc(S(=O)(=O)Nc4cccc(C(F)(F)F)c4)cc3c2=O)cc1 | 0% | 0% | -1.0% |
| CCCc1cnc2c(c1SCc1cccc(F)c1)c(=O)n(C)c(=O)n2C | 22% | 17% | 0.5% |
| CC(=O)Nc1nnc(SCc2cc(=O)c3cccc(Cl)c3[nH]2)s1 | -11% | -7% | -0.5% |
| CC(=O)N1CCc2c(sc3c2c(=O)n(-c2ccccc2)c(=O)n3CC(=O)Nc2cc(C)cc(C)c2)C1 | 0% | -3% | -0.7% |
| Cc1ccc(C)c(N2CCN(CCCNC(=O)c3ccc4nc(CCc5ccccc5)oc4c3)CC2)c1 | -14% | ? | 2.0% |
| CCOc1ccc(Sc2cc(C(=O)NCc3ccccc3Cl)c3ccccc3n2)cc1 | 0% | -1% | -1.3% |
| Cc1cc(C)c(NC(=O)c2cc(S(=O)(=O)N3CCCC3)cn2C)c(C)c1 | -22% | 7% | -0.5% |

Limited to A549 tox and TGFb inhibitor, for some of the entries so far:
Structure | A549 tox | TGFb inhibitor
CCn1c(SCC(=O)Nc2ccccc2C(=O)OC)nc2ccsc2c1=O | 0% | -6%
Cc1ccc(Cn2c(CNC(=O)CCc3ccccc3)nc3cccnc32)cc1 | 1% | -14%
O=C(NCc1ccc2c(c1)CCN2C(=O)c1ccccc1)c1cc2ccccc2[nH]1 | -15% | 14%
CC(C)c1ccc(N2C(=O)N(Cc3cccc([N+](=O)[O-])c3)c3ccccc3S2(=O)=O)cc1 | 2% | -18%
Cc1ccc(C)c(N2CCN(CCCNC(=O)c3ccc4nc(CCc5ccccc5)oc4c3)CC2)c1 | ? | -14%

Later entries
| molecule | TGFb inhibitor | A549 tox | Nrf2 activator |
| --- | --- | --- | --- |
| COc1ccccc1N1CCN(C(=O)CCn2nc(C)c(S(=O)(=O)N3CCCC3)c2C)CC1 | ? | 0% | 8.3% |
| COc1ccc(-c2cccc(NS(=O)(=O)c3cc(C)ccc3OC)c2)nn1 | ? | 13% | 5.0% |
| COc1cn(CC(=O)Nc2cc(C)ccc2C)c(CN2CCCCC2)cc1=O | 5% | 1% | 0.6% |
| CC1CCN(S(=O)(=O)c2ccc3c(ccc(=O)n3CC(=O)Nc3ccc(C(C)C)cc3)c2)CC1 | 0% | 5% | -0.7% |
| Cc1nn2c(=O)cc(COC(=O)c3cccc(NC(=O)c4ccc(F)cc4)c3)nc2s1 | ? | 0% | -0.5% |
| COc1ccccc1CNC(=O)C1CCN(S(=O)(=O)c2ccc3c(ccn3C)c2)CC1 | -1% | 8% | 2.5% |
| COc1cccc(C(c2c(O)cc(C)n(Cc3ccco3)c2=O)N2CCC(C)CC2)c1 (stereo unspecified) | 22% | -4% | -0.6% |
| CSCCC(NS(=O)(=O)c1ccc2c(c1)oc(=O)n2C)C(=O)N1CCN(c2ccc(C(C)=O)cc2)CC1 (stereo unspecified) | 0% | 0% | -0.2% |
| CCc1ccc(NC(=O)N2CCN(C(=O)c3nsc4ccccc34)CC2)cc1 | 0% | -8% | 4.0% |
| O=C(NCCc1ccc(Cl)cc1)c1ccc(CSCc2cccc(Cl)c2)o1 | ? | 11% | 2.8% |
| Cc1csc2nc(COC(=O)c3ccc(NC(=O)COc4ccccc4F)cc3)cc(=O)n12 | -18% | -22% | 0.1% |
| Cc1nc(C)c(-c2ccc(SCC(=O)Nc3ccc(F)c(F)c3)nn2)s1 | -2% | -12% | -0.1% |
| CCOC(=O)c1c(S(=O)(=O)N2CCC(C(=O)NCc3cccc(C)c3)CC2)c(C)n(C)c1C | -27% | 13% | -1.0% |
| CN(C)c1cccc(C(=O)N2CCC(c3ccncc3)CC2)c1 | -28% | -2% | -1.2% |
| Cc1csc2nc(COC(=O)c3ccc(NC(=O)C(C)Oc4ccccc4)cc3)cc(=O)n12 (stereo unspecified) | -19% | -3% | 3.2% |
| Cc1ccc(CN2CCCn3nc(C(=O)NCc4ccc(OC(C)C)cc4)cc3C2=O)cc1 | 0% | -13% | 1.4% |
| CC(C)CCNC(=O)C(=O)Nc1c2c(nn1-c1ccccc1)CS(=O)(=O)C2 | 2% | -2% | 0.1% |
| Cc1noc(-c2ccc(-c3noc(-c4ccc(F)cc4)n3)cc2)n1 | -29% | -5% | -0.8% |
| Cc1ccc(-n2nnnc2CNC(=O)c2ccc(F)cc2)cc1C | -2% | ? | -0.1% |
| COc1ccc(S(=O)(=O)N2CCC(c3ccncc3)CC2)cc1Cl | ? | 2% | 1.6% |
| COc1ccc(C(=O)Nc2ccc(OCc3cc(=O)n4ccccc4n3)cc2)cc1 | 2% | 0% | 0.5% |
